High-throughput results as filed in PubChem BioAssay.
Yeast eIF2B: modulators of yeast eIF2B activity; inhibition, % at 25 µM (by protocol); S. cerevisiae eIF2B-epsilon R284H, GCN4-lacZ luminescence; 27,000 compounds, 0.91% hits;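 active = mutant luminescence inhibited past about 50% while wild type luminescence and mutant growth stay under set limits, limit read from the data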; also: some compounds called inactive have numbers as strong as hits
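Material – yeast eIF2B-epsilon R284H mutant carrying GCN4–beta-galactosidase fusion · Medium – YPD yeast growth medium · Compound – one concentration, 25 µM, 0.25% DMSO · Times – 16 h at 30 °C exposure · Signal – Beta-Glo luminescence plus absorbance at 595 nm · Read-out – % inhibition of reporter signal and growth versus controls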
Yeast growth tox: Inhibits yeast growth, turbidity readout; S. cerevisiae wild-type growth, A595 turbidity, 16 h; growth inhibition, % at 25 µM (by protocol); AID 685; 30,000 compounds, 0.3% hits;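 active = mutant and wild-type yeast strains alike exhibit over 30% growth inhibition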;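 also: 0% = untreated cell controls and 100% = YPD media blanks without cells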
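System – wild-type and eIF2Bepsilon-R284H mutant S. cerevisiae, screened separately · Measured by – absorbance at 595 nm (turbidity) · Timing – 16 h compound exposure during growth at 30 °C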
Yeast growth tox inhibition %: also measured in Yeast growth tox; calls as there; growth inhibition, %; S. cerevisiae eIF2Bepsilon-R284H mutant growth, A595 turbidity, 16 h;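 each compound tested once at 25 µM; 0% equals untreated cells and 100% equals cell-free medium blanks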
Yeast eIF2B mutant toxicity: second read-out of Yeast eIF2B, no call of its own (marks repeat the call); growth inhibition, %; measured here: mutant yeast growth, toxicity;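 each compound tested once at 25 µM; zero equals untreated control growth and 100 equals blank medium absorbance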
The depositor's hits bear a star; . = not tested or not shown. A portion of the library (hit frequency here may not be typical).

SMILES	Yeast eIF2B	Yeast eIF2B mutant toxicity	Yeast growth tox	Yeast growth tox inhibition %
COc1ccc(OC)c(S(=O)(=O)Nc2ccc(CC(=O)O)cc2)c1	21	11	5	11
CNC(=S)NN(c1ccccc1)c1ccccc1	41	.	4	0
CCC/C(O)=C1\C(=O)CC(C)(C)CC1=Nc1ccccc1OC	4	-10	16	-10
Fc1ccccc1-n1[nH]nnc1=S	6	.	17	0
O=C(CCN1C(=O)C2C3C=CC(C3)C2C1=O)NCC1CCCO1 (stereo not drawn)	20	6	11	6
CCC(=O)Oc1ccc2c(C)c(Cl)c(=O)oc2c1	16	-5	-10	-5
COC(=O)c1sc(NC(=O)c2oc3ccccc3c2C)nc1C	1	2	-32	2
COc1cccc(-c2nc(CS(=O)(=O)CC(=O)NCCCOC(C)C)c(C)o2)c1	19	-23	-14	-23
CCCCC(=O)Nc1ccc(NC(=O)c2ccccc2OC)cn1	19	19	19	19
Cc1ccc2[nH]c(=O)c(CN(Cc3cccnc3)C(=O)c3ccncc3)cc2c1	15	.	18	0
Cc1nn(C(C)C(=O)O)c2ccccc12 (stereo not drawn)	13	-4	19	-4
CCC(c1nnnn1CC1CCCO1)N(CCCO)Cc1cc2cccc(C)c2[nH]c1=O (stereo not drawn)	.	.	14	10
COc1ccc(C(=O)c2cnc(C(C)C)n2C)cc1	16	-4	11	-4
COc1ccccc1NCCC#N	17	28	7	28
CC1CCN(C(=O)Cc2nn(C)c(=O)c3ccccc23)CC1	27	26	18	26
CCOc1ccccc1N1CCN(Cc2ccco2)CC1	31	19	23	19
Cn1c(=O)c(-[n+]2ccccc2)c([O-])c2ccccc21	.	.	0	20
CN(CC(=O)N1CCN(c2cccc(Cl)c2)CC1)S(=O)(=O)c1cnc[nH]1	-5	9	19	9
Cc1nc(SCC(O)CCl)c([N+](=O)[O-])[nH]1 (stereo not drawn)	24	-3	10	-3
CC(C)(C)c1cc(NC(=O)COC(=O)C2CC2)n(-c2ccccc2)n1	7	19	7	19
CCC(c1nnnn1C1CCCC1)N1CCN(c2ccccc2F)CC1 (stereo not drawn)	19	21	2	21
Cn1c(=O)[nH]c2sc3c(c2c1=O)CC(C)(C)OC3	.	.	26	13
COc1cc(Cl)c(C)cc1NC(=O)COC(=O)/C=C/c1c(C)nn(C2CCS(=O)(=O)C2)c1Cl (stereo not drawn)	7	-33	0	-33
COc1ccc(C)cc1S(=O)(=O)Nc1cccc(Cl)c1	22	-6	-8	-6

A stretch from the list above:
SMILES	Yeast eIF2B	Yeast eIF2B mutant toxicity	Yeast growth tox	Yeast growth tox inhibition %
COc1ccc(C(=O)c2cnc(C(C)C)n2C)cc1	16	-4	11	-4
COc1ccccc1NCCC#N	17	28	7	28
CC1CCN(C(=O)Cc2nn(C)c(=O)c3ccccc23)CC1	27	26	18	26
CCOc1ccccc1N1CCN(Cc2ccco2)CC1	31	19	23	19
Cn1c(=O)c(-[n+]2ccccc2)c([O-])c2ccccc21	.	.	0	20
CN(CC(=O)N1CCN(c2cccc(Cl)c2)CC1)S(=O)(=O)c1cnc[nH]1	-5	9	19	9

(more compounds)
SMILES	Yeast eIF2B	Yeast eIF2B mutant toxicity	Yeast growth tox	Yeast growth tox inhibition %
O=c1/c(=C/c2ccccn2)sc2nc3ccccc3n12	16	-23	3	-23
Cn1c(=O)cc(SCC(=O)NCCCN2CCOCC2)c2ccc(Cl)cc21	25	-17	8	-17
COC(=O)Nc1ccc2c(c1)N(C(=O)CCN1CCOCC1)c1ccccc1S2	20	7	11	7
Cc1ccnc(SCC(=O)O)n1	48	6	-6	6
O=C(CCS(=O)(=O)c1ccc(Br)cc1)NC1CCCC1	.	.	-5	1
O=C(O)c1cccc(NC(=O)c2ccc3c(c2)C(=O)N(CC2CCCO2)C3=O)c1 (stereo not drawn)	47	-6	2	-6
NS(=O)(=O)c1ccc(CCNc2nc(CN3CCCCC3)nc3sc4c(c23)CCC4)cc1	16	-18	4	-18
COc1ccc(N(C(=O)Cc2cccs2)C(C(=O)NC2CCCCC2)c2cccn2C)cc1OC (stereo not drawn)	4	-11	46	-11
CCCSc1nsc(SCCC)c1C#N	-9	11	26	11
CCn1ncc(CN2CCN(C(=O)Nc3ccccc3C(=O)OC)CC2)c1C	11	.	4	0
O=C(O)c1cc(Nc2nc(N3CCOCC3)nc(N3CCOCC3)n2)ccc1Cl	18	-30	7	-30
Cc1ccc(S(=O)(=O)N2CCCC2C(=O)OCc2ccco2)cc1 (stereo not drawn)	13	-9	2	-9
COc1cc(Cl)cc(C2NC(=O)NC(C)=C2C(C)=O)c1OCC(=O)O (stereo not drawn)	9	-11	1	-11
COC(=O)c1ccc(NC(=O)CSc2nccn2CCc2ccccc2)cc1	18	23	24	23
COc1cc(NS(=O)(=O)N2CCCC2)cc(OC)c1OC	2	9	8	9
CS(=O)(=O)N(Cc1ccccc1)c1ccc(C(=O)N2CCOCC2)cc1	21	-12	-5	-12
Cc1ccc2nc3c(c(N)c2c1)CCN3c1ccccc1	-24	3	2	3
CCOC(=O)C(C)CC(C)C(=O)N1CCOCCOCCN(C(=O)C(C)CC(C)C(=O)OCC)CCOCC1 (stereo not drawn)	9	11	21	11
O=C(CN1C2CCC1CC(NC(=O)NC1CCCCC1)C2)NC1CC1 (stereo not drawn)	22	-23	5	-23
O=C(NCc1ccccc1)NC(=O)c1ccncc1	17	.	.	.
CCCNC(=O)CC(NS(=O)(=O)c1ccc(Cl)cc1)c1ccco1 (stereo not drawn)	11	.	8	0
COc1ccc(N2CCN(C(=O)CCc3nc(-c4ccc(C)cc4)no3)CC2)cc1	.	.	10	5
O=C1Nc2ccccc2C12NCCc1c2[nH]c2ccccc12 (stereo not drawn)	3	-5	27	-5
CCOC(=O)CCC(=O)N1CCOCCOCCN(C(=O)CCC(=O)OCC)CCOCC1	.	.	20	15

Sorted by heavy-atom count (largest number first): part of the list above.
SMILES	Yeast eIF2B	Yeast eIF2B mutant toxicity	Yeast growth tox	Yeast growth tox inhibition %
COc1ccc(N(C(=O)Cc2cccs2)C(C(=O)NC2CCCCC2)c2cccn2C)cc1OC (stereo not drawn)	4	-11	46	-11
COc1cccc(-c2nc(CS(=O)(=O)CC(=O)NCCCOC(C)C)c(C)o2)c1	19	-23	-14	-23
CCn1ncc(CN2CCN(C(=O)Nc3ccccc3C(=O)OC)CC2)c1C	11	.	4	0
COc1ccc(OC)c(S(=O)(=O)Nc2ccc(CC(=O)O)cc2)c1	21	11	5	11
COc1ccc(C)cc1S(=O)(=O)Nc1cccc(Cl)c1	22	-6	-8	-6

The list goes on:
SMILES	Yeast eIF2B	Yeast eIF2B mutant toxicity	Yeast growth tox	Yeast growth tox inhibition %
CC1=CC=CC2=NC(=O)CC(C)(C(=O)N(CC(=O)NC3CCCC3)c3ccccc3C)N12 (stereo not drawn)	13	16	13	16
Cc1cc(SCC(=O)c2cc3ccccc3o2)nc2ccccc12	24	2	2	2
O=C(COc1cc(Cl)c(Cl)cc1Cl)Nn1cnnc1	-9	-2	15	-2
Cc1ccc(N2C(=O)CC3(CC4C=CC3C4)C2=O)cc1 (stereo not drawn)	21	4	18	4
COc1c(S(=O)(=O)N2CCCCC2)ccc2c(S(=O)(=O)N3CCCCC3)cccc12	21	-14	14	-14
c1ccc(-c2nc(N3CCCCCC3)nc(-n3ccnc3)n2)cc1	38	4	-13	4
O=C1OC2CCC1(c1ccccc1)C2 (stereo not drawn)	-6	4	4	4
CCCC1COC(Cn2cncn2)(c2ccc(C)cc2)O1 (stereo not drawn)	92	93	93*	93*
CC1CCN(CCCNC(=O)c2ccc3c(=O)n(CCc4ccccc4)c(=O)[nH]c3c2)CC1	.	.	10	10
O=C(CNC(=O)C12CC3CC(CC(C3)C1)C2)NC1=NCCS1	-15	-10	6	-10
O=[N+]([O-])/C=C/c1c(OCc2ccccc2)ccc2ccccc12	34	8	14	8
Cc1nn(-c2ccccc2)c(C)c1C(=O)OCC(=O)N1c2ccccc2NC(=O)C1(C)C	18	9	28	9
CC(C)(C)NC(=O)C1CCC(C)(C(=O)O)C1(C)C (stereo not drawn)	.	.	1	-4
CC1=C(C(=O)Nc2ccccc2)C(c2ccco2)C(C#N)=C(SCC(=O)OC(C)C)N1 (stereo not drawn)	15	-11	7	-11
Cc1ccc(N(CC(=O)NCC2CCCO2)C(=O)CCC(=O)Nc2ccccn2)cc1C (stereo not drawn)	8	-13	-14	-13
CCOc1ccc(OCc2ccc(C(=O)Nc3cccnc3)o2)cc1	13	9	6	9
O=c1oc2ccc3ccccc3c2c2c1SC(C(F)(F)F)C2 (stereo not drawn)	19	16	6	16
O=c1c2ccccc2c(C=NC2CCS(=O)(=O)C2)c(O)n1-c1ccccc1 (stereo not drawn)	-2	14	25	14
O=C(CSCCO)N1CCc2ccccc21	4	-9	8	-9
COC(=O)c1sccc1NC(=S)N1CCC(C)CC1	9	22	25	22
COC(=O)C(NC(=O)c1ccccc1)c1ccccc1 (stereo not drawn)	17	-5	13	-5
CCOC(=O)c1nc2nc(C)c(Cl)c(=O)n2[nH]1	9	.	5	0
O=C1Nc2ccccc2C(O)(C(=O)NCc2ccco2)N1c1ccc(Cl)cc1 (stereo not drawn)	18	19	10	19
CCc1nc(SCC(=O)NCC2CCCO2)c2oc3ccccc3c2n1 (stereo not drawn)	-1	-24	-14	-24
O=C(c1ccc2c(c1)N(Cc1ccccc1)C(=O)CS2)N1CCOCC1	16	3	4	3
CC(c1ccccc1)n1c(-c2ccncc2)n[nH]c1=S (stereo not drawn)	12	-2	-4	-2
CC(C)C(NC(=O)CN(c1cccc(F)c1)S(C)(=O)=O)C(C)C	41	15	10	15
COc1ccc(-n2ncc3c(=O)n(CC(=O)N4CCCc5ccccc54)cnc32)cc1	.	.	-18	-36
CCCS(=O)(=O)N1CCC(C(=O)NCc2cccnc2)CC1	-68	-3	0	-3
O=C1NCCN1C(=O)c1ccccc1F	23	11	0	11
CCCCn1c(SCC(=O)c2ccccc2)nc2c1c(=O)[nH]c(=O)n2C	-33	-16	5	-16
COc1ccc(S(=O)(=O)Nc2ccccn2)c(C)c1C	-10	7	12	7
CCn1c(SCC(=O)N2CCCC2)nc2ccccc2c1=O	32	-12	7	-12
c1ccc(-n2nnnc2Oc2ccc(-c3nnco3)cc2)cc1	23	-7	4	-7
O=S(=O)(NCCOCC(F)(F)F)c1ccc2oc3ccccc3c2c1	-4	10	6	10
Cc1cc(=O)oc(C)c1C(=O)NCCC1=CCCCC1	-10	.	.	.
O=C(NC1CCC(NC(=O)C2CCCO2)CC1)C1CCCO1 (stereo not drawn)	.	.	11	-3
Cc1ccc(CSc2nc3c(c(=O)[nH]2)C(c2ccncc2)C2=C(CCCC2=O)N3)cc1 (stereo not drawn)	37	-23	-2	-23
Cc1ccc(N2CC(C(=O)N3CCN(c4ccccc4)CC3)CC2=O)cc1 (stereo not drawn)	.	.	-4	-3
Cc1ccc(C(=O)N2CCN(C(=O)N3CCOCC3)CC2)cc1	15	-29	5	-29
Cc1ccc(S(=O)(=O)N(C)CCCC(=O)n2nc(C)cc2C)cc1	34	-5	-5	-5
CCc1ccc(-c2cn(-c3nc(C)cc(C)n3)c(=N)o2)cc1	19	12	29	12
COc1ccc(NC(=O)CSc2nc3ccccc3c(=O)n2-c2ccc3c(c2)OCO3)c(OC)c1	12	-3	8	-3
Cc1csc(NC(=O)Cc2coc3cc(C)c(C(C)C)cc23)n1	.	.	35	11
CN(C)c1nc(C(=O)OCCO)nc(N(C)C)n1	-8	11	13	11
Cc1ccc2ccc(S(=O)(=O)n3nc(C)cc3C)cc2c1	18	-13	15	-13
COc1ccc(C(=O)N2CCCC(c3nc(-c4ccc(OC)c(OC)c4)no3)C2)c(OC)c1 (stereo not drawn)	29	-35	-6	-35
CCOC(=O)CN(C(=O)Cn1nnc2ccccc21)C(C(=O)NCCOC)c1ccccc1C (stereo not drawn)	33	-14	-12	-14
N/N=c1\sc2ccccc2n1-c1ccccc1	-21	2	-16	2
C=CCn1c(N)c(C(=O)N2CCN(C)CC2)sc1=S	10	.	.	.
CC(=O)c1ccc(NC2c3ncccc3C(=O)N2Cc2ccc(F)cc2)cc1 (stereo not drawn)	-8	-5	24	-5
COc1cc(N2CCOCC2)ncn1	2	10	6	10
CCOC(=O)c1sc(NS(=O)(=O)c2ccc(C)cc2)nc1C	33	2	-5	2
O=C(NC1(C(F)(F)F)C(=O)Nc2c1c(=O)[nH]c(=O)n2-c1ccccc1)c1ccncc1 (stereo not drawn)	10	-2	11	-2
CS(=O)(=O)N1CCc2cc(C(=O)O)ccc21	.	.	13	-3
COc1ccccc1Oc1ccc(S(=O)(=O)N2CCCC2)cc1	21	-10	-10	-10
